H37Rv inhibition: M. tuberculosis growth inhibition, HTS (AID 449762). M. tuberculosis H37Rv growth inhibition, 7H9 media; higher % means a stronger effect. 330,000 compounds, 0.59% hits. one-dose inhibition, % at 25 µM; IC50 in µM for titrated hits; in the data active = a potency from the dose series; inconclusive = inhibition above about 70% without an active follow-up result;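 note: bacterial growth assessed after seven days of incubation; strong numbers were not always called active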
tuberculosis growth: growth inhibition of non-replicating M. tuberculosis (AID 488890). Mycobacterium tuberculosis non-replicating, growth inhibition; higher % means a stronger effect. inhibition, % at 25 µM; hits with a dose series show IC50 in µM. 320,000 compounds, 0.39% hits; in the data active = a potency from the dose series; inconclusive = inhibition mostly from about 82% at the one dose, without a potency; inactive = the rest, 99 in 100 with inhibition below about 76%;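 note: plate controls were DMSO cells for no effect and high antibiotic wells for full effect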
inhibitors of VEEV: inhibitors of VEEV TC-83 cytopathic effect, confirmation, Vero cells (AID 588727); Vero cells, VEEV TC-83 cytopathic effect inhibition; higher % means a stronger effect; inhibition, % at 20 µM, or IC50 in µM where a hit was titrated; 350,000 compounds, 0.13% hits; in the data active = a potency from the dose series; inconclusive = inhibition mostly from about 14% at the one dose, without a potency; inactive = the rest, 99 in 100 with inhibition below about 12%; note: strong numbers were not always called active
PhoP GFP inhibition: Inhibition of PhoP regulon, Salmonella typhi GFP reporter cells, confirmation, 4 h (AID 1850); inhibition, % at 50 µM, or IC50 in µM where a hit was titrated; Salmonella Typhi PhoP-promoter GFP reporter, fluorescence, 4 h; higher % means a stronger effect; 310,000 compounds, 0.33% hits; in the data active = a potency from the dose series; inconclusive = inhibition mostly from about 25% at the one dose, without a potency; inactive = the rest, 99 in 100 with inhibition below about 19%;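 note: 0% = induced wells with vehicle and 100% = uninduced wells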
influenza NS1A: H1N1 influenza NS1A inhibitors, functional cell based assay (AID 504329) | NS1A functional cell-based assay, percent inhibition; higher % means a stronger effect | inhibition, % at 12.5 µM, or IC50 in µM where a hit was titrated | 340,000 compounds, 0.3% hits; in the data active = a potency from the dose series; inconclusive = inhibition above about 27% without an active follow-up result; note: strong numbers were not always called active
inhibitors of VEEV 10K pilot screen: recorded beside inhibitors of VEEV, whose call it bears; inhibition, %; measured here: 10K pilot screen inhibition
Numbers without * were called inactive; i = inactive; ? = inconclusive; / = not tested or not shown; & = joins results of further samples.

SMILES	H37Rv inhibition	tuberculosis growth	inhibitors of VEEV	PhoP GFP inhibition	influenza NS1A	others
COCCN1CC(CNC(=O)c2cc(COc3ccccc3SC)on2)CC1=O (configuration not stated)	-6.8%	-8.3%	0.8%	-5.0%	-5.3%
COc1ccc(S(=O)(=O)N2CCOCC2)cc1C(=O)N(C)CCOc1ccc(Cl)cc1	4.9%	8.6%	i	/	-13.9%
COc1ccc(C(=O)OCC(=O)Nc2ccc(F)c(F)c2F)cc1OC	-8.5%	-2.1%	0.5%	-4.9%	4.6%
COC(=O)c1ccc(-n2c(C)ccc2-c2ccccc2)cc1	?	26.1%	1.1%	-7.6%	0.3%
O=C(O)c1cc(S(=O)(=O)N(Cc2ccccc2)c2ccccc2Cl)ccc1Cl	-5.4%	5.8%	0.1%	-5.8%	-38.4%
CCCC1=C(C(=O)OCC)C(c2ccc(N(C)C)cc2)n2ncnc2N1 (configuration not stated)	-9.8%	-2.4%	i	9.3%	-7.7%
O=C(N/N=C/C=C/c1ccccc1)C1CC1(c1ccccc1)c1ccccc1 (configuration not stated)	53.0%	0.0%	0.0%	20.2%	0.9%
Nc1[nH]c(N=NC(=O)c2ccccc2)c2ccccc12	-0.3%	2.1%	1.2%	-23.7%	19.0%
CN(C)c1ccc(C(=O)NN2C(=O)c3ccccc3C2=O)cc1	3.7%	72.5%	0.5%	3.8%	-1.6%
O=C(O)C1CC=CCC1C(=O)Nc1cc(Cl)ccc1Cl (configuration not stated)	-9.2%	23.8%	2.2%	-13.4%	-4.5%
CC1Cc2ccccc2N1CC(=O)NC(c1ccccc1)c1ccccc1 (configuration not stated)	7.1%	29.3%	i	-5.7%	2.8%
NS(=O)(=O)c1cc(C(=O)OCC(=O)Nc2ccc3c(c2)OCO3)ccc1Cl	-0.7%	5.0%	2.9%	/	-1.6%
CCOc1ccc(S(=O)(=O)N2CCCC(C(=O)NCc3ccccc3)C2)cc1 (configuration not stated)	-10.4%	-11.6%	0.6%	-8.4%	-10.1%
CSCCC(NC(=O)COc1ccccc1)C(=O)OCCOc1ccc(Br)cc1 (configuration not stated)	12.0%	4.0%	0.3%	-3.3%	3.3%
Cc1cccc(-c2nc3ccccc3c(=O)n2NC(=O)Cc2ccc(Cl)cc2)c1	10.4%	12.0%	1.6%	1.6%	-8.2%
COCCn1c(=NC(=O)c2cc(Cl)sc2Cl)sc2cc(S(N)(=O)=O)ccc21	-0.1%	-7.0%	i	-7.2%	10.4%
CS(=O)(=O)NNC(=O)CN1C(=O)C2C3C=CC(C3)C2C1=O (configuration not stated)	0.9%	-15.7%	i	5.9%	0.4%
CCOc1ccccc1NC(=O)CSc1nnc(CNC(=O)c2ccccc2F)o1	-0.6%	17.9%	0.5%	-3.4%	-9.5%
CCOC(=O)c1ccccc1NC(=O)CN1C(=O)c2ccccc2S1(=O)=O	0.1%	-11.1%	i	-1.3%	-4.8%
O=C(CSc1nc2ccccc2n1Cc1ccccc1)N/N=C/c1ccco1	-6.2%	14.8%	2.2%	13.0%	-1.0%

The final 2 entries of the part above are carried over, then new ones follow.
SMILES	H37Rv inhibition	tuberculosis growth	inhibitors of VEEV	PhoP GFP inhibition	influenza NS1A	others
CCOC(=O)c1ccccc1NC(=O)CN1C(=O)c2ccccc2S1(=O)=O	0.1%	-11.1%	i	-1.3%	-4.8%
O=C(CSc1nc2ccccc2n1Cc1ccccc1)N/N=C/c1ccco1	-6.2%	14.8%	2.2%	13.0%	-1.0%
Cc1cccn2c(=O)c3cc(C#N)c(=O)n(-c4c(C)n(C)n(-c5ccccc5)c4=O)c3nc12	-2.4%	0.3%	5.6%	-10.4%	3.1%
CCN(Cc1nc(-c2ccc(OC)cc2)no1)C(=O)c1ccc2c(c1)OCO2	7.0%	23.9%	2.4%	7.6%	4.9%
COc1ccc(C(=O)OCC(=O)NCc2ccco2)cc1S(=O)(=O)N1CCN(c2cccc(Cl)c2)CC1	67.7%	56.7%	i	1.2%	5.9%
O=C(CSc1nc2cc(S(=O)(=O)N3CCOCC3)ccc2o1)NC1CCCc2ccccc21 (configuration not stated)	-5.9%	30.8%	6.2%	1.5%	8.5%
CCOC(=O)C1CCN(C(=O)CS(=O)(=O)Cc2nc(-c3ccccc3Cl)oc2C)CC1	0.0%	3.4%	i	7.6%	1.3%	inhibitors of VEEV 10K pilot screen=0.0
CCN(Cc1ccccc1)C(=O)CN1C(=O)NC(CC)(c2ccc(F)cc2)C1=O (configuration not stated)	-2.7%	4.8%	0.6%	0.6%	-8.4%
COc1cccc(C2CC(c3ccc(NS(C)(=O)=O)cc3)=NN2C(=O)c2ccccc2)c1OC (configuration not stated)	-2.2%	16.1%	6.8%	-4.5%	-8.0%
COc1ccc(/C=C2\Oc3ccccc3C2=O)cc1	4.4%	16.9%	0.9%	/	-1.4%
O=[N+]([O-])c1ccc(-c2ccccc2)c([As](=O)(O)O)c1	8.7%	20.4%	0.7%	-11.9%	-27.2%
CC1CCC/C(=N\NC(=S)Nc2ccccc2)C1 (configuration not stated)	43.2µM*	79.6%	1.5%	3.5%	4.6%

Entries listed so far containing an aryl thioether with sulfur outside any ring (4):
SMILES	H37Rv inhibition	tuberculosis growth	inhibitors of VEEV	PhoP GFP inhibition	influenza NS1A	others
COCCN1CC(CNC(=O)c2cc(COc3ccccc3SC)on2)CC1=O (configuration not stated)	-6.8%	-8.3%	0.8%	-5.0%	-5.3%
CCOc1ccccc1NC(=O)CSc1nnc(CNC(=O)c2ccccc2F)o1	-0.6%	17.9%	0.5%	-3.4%	-9.5%
O=C(CSc1nc2ccccc2n1Cc1ccccc1)N/N=C/c1ccco1	-6.2%	14.8%	2.2%	13.0%	-1.0%
O=C(CSc1nc2cc(S(=O)(=O)N3CCOCC3)ccc2o1)NC1CCCc2ccccc21 (configuration not stated)	-5.9%	30.8%	6.2%	1.5%	8.5%

Remaining list, next part
SMILES	H37Rv inhibition	tuberculosis growth	inhibitors of VEEV	PhoP GFP inhibition	influenza NS1A	others
CCS(=O)(=O)c1ccc(-c2cccc(NC(=O)COc3ccccc3)c2)nn1	3.3%	1.6%	0.8%	1.8%	-0.1%
Cc1cc(C)n(C(=O)/C(C#N)=N\Nc2ccccc2[N+](=O)[O-])n1	3.7%	-5.4%	i	4.5%	-5.8%
O=C(CCSc1nnc2ccccn12)Nc1ccc2c(c1)OCO2	-0.1%	-4.1%	0.4%	1.2%	-5.5%
CSc1ccc(S(=O)(=O)N2CCC(C(=O)NCCc3ccccc3)CC2)cc1	6.1%	-0.8%	i	1.8%	1.4%
Cc1cc(C(=O)OCC(=O)Nc2ncc(C(F)(F)F)cc2Cl)c(C)o1	0.6%	9.8%	1.6%	7.3%	-8.0%
Cc1ccc2c(c1)N(C(=O)CCC(=O)NCCCN1CCC(Cc3ccccc3)CC1)CCO2	4.2%	43.2%	3.8%	2.3%	19.3%
O=C(O)c1ccc2c(c1)C1C=CCC1C(c1ccncc1)N2 (configuration not stated)	0.3%	-1.9%	0.2%	7.4%	-10.0%
COc1ccc(CN2CCC(=O)N([C@H](CO)CC(C)C)CC2)cc1	-0.4%	4.2%	0.2%	4.3%	-6.3%
O=C1CCc2cc(S(=O)(=O)N3CCC(C(=O)NC4CCCC4)CC3)ccc2N1	-4.7%	-11.0%	1.4%	-10.0%	0.2%
Cc1ccc2c(C)nc(N/C(N)=N/S(=O)(=O)c3ccccc3)nc2c1	0.3%	6.2%	1.6%	-17.4%	-4.5%
CCn1c(CN2CCN(Cc3ccc(C)cc3)C(CCO)C2)nc2ccccc21 (configuration not stated)	8.5%	40.3%	10.1%	-1.6%	6.7%
COc1cccc(NC(=S)N/N=C2\CC(C)(C)Oc3ccc(O)cc32)c1	11.3%	19.0%	7.5%	-8.9%	13.3%
CC(C)(C)c1[nH]nc2c1C(c1ccsc1)C(C#N)=C(N)O2 (configuration not stated)	-0.5%	10.8%	0.4%	-8.2%	5.4%
COC(=O)CNC(c1ccccc1)c1cc(Br)ccc1NC(=O)CCN1CCOCC1 (configuration not stated)	-1.0%	?	i	4.3%	6.9%
NC(=O)C1(Nc2ccccc2)CCCC1	/	/	0.4%	/	1.6%
CC(C)c1nnc(NC(=O)CSc2nnc(NC(=O)c3c(F)cccc3F)s2)s1	3.5%	12.2%	3.2%	-22.7%	-2.2%
COC(=O)c1ccc(NC(=O)COc2cccc(-n3cnnn3)c2)cc1	1.4%	13.2%	0.6%	2.5%	1.9%
COC(=O)Cn1ccc(N(C)C)c(C#N)c1=O	-3.3%	-6.3%	0.6%	-16.5%	-1.1%
Cc1cc(C)nc(Nc2ccccc2Br)n1	3.4%	3.1%	i	2.7%	-14.8%
CC(=O)n1cc([C@@H]2C=C(C(=O)Nc3ccccc3)O[C@H](OCCCCO)C2)c2ccccc21	4.0%	46.0%	7.5%	-4.7%	11.8%
COc1ccc2nc(SCC(=O)NCc3ccc(OC)c(OC)c3)[nH]c2c1	6.7%	-4.8%	i	7.3%	1.8%
Cc1ccc(CN2CCN(Cc3ccco3)CC2)cc1	1.0%	-10.8%	0.6%	3.8%	0.2%
CC(C)CN1CCC(Oc2cccc(C(=O)NCCc3ccccc3)c2)CC1	5.6%	6.7%	2.7%	-6.0%	-7.7%
CN(Cc1cn(C)nc1-c1ccc(Oc2ccccc2)cc1)C1CCOC1 (configuration not stated)	7.6%	4.9%	6.3%	-12.9%	9.9%
CCCc1[nH]nc2c1C(c1cc(OC)cc(OC)c1)C(C#N)=C(N)O2 (configuration not stated)	5.4%	5.2%	0.6%	-3.1%	0.3%	inhibitors of VEEV 10K pilot screen=0.9
O=C(NCc1ccccc1)C(=O)NCC1OCCN1C(=O)c1ccc(Cl)cc1 (configuration not stated)	-6.4%	21.5%	1.7%	11.6%	-4.7%
CCOc1cc(C(=O)N(C)Cc2cc3ccccc3[nH]c2=O)cc(OCC)c1OCC	5.5%	6.3%	3.7%	-10.7%&-11.8%	-14.1%
Cc1ccn2cc(CCNC(=O)CC3CCCCC3)nc2c1	-1.4%	-12.9%	i	-5.6%	-8.6%
S=C(N/N=C/c1ccc(Cl)c(Cl)c1)Nc1ccccc1Cl	4.0%	-12.9%	0.2%	0.1%	2.3%
COC(=O)c1[nH]c2cccc(OC)c2c1NC(=O)CCN1CCN(c2ccccc2OC)CC1	/	/	2.5%	3.6%	0.7%
O=C(NCc1nnnn1-c1ccc(Cl)cc1)c1ccc(Br)o1	-0.5%	-0.2%	2.8%	-3.4%	-17.5%
Cn1c(SCC(=O)NN2C(=O)NC(C)(c3ccccc3)C2=O)nnc1-c1ccncc1 (configuration not stated)	2.5%	13.4%	4.0%	/	-8.5%
CC(C)N(C(=O)COC(=O)c1cc(Cl)cc(Cl)c1N)C(C)C	5.4%	19.3%	0.1%	-11.8%	-8.6%
CSc1ncccc1C(=O)NC(C)C1CC2CCC1C2 (configuration not stated)	8.4%	17.5%	0.3%	-1.4%	0.0%
CCOc1ccc(C2NC(=O)c3n[nH]c(C)c32)cc1 (configuration not stated)	-5.8%	/	0.6%	-4.2%	27.2%
O=C(Cn1nc(-c2ccccc2Cl)ccc1=O)Nc1ccc(Br)cc1	4.0%	15.7%	i	-0.6%	-4.3%
COCCn1c(N)c(Sc2ccccc2[N+](=O)[O-])c(=O)[nH]c1=O	1.1%	1.5%	0.8%	4.1%	-11.2%
O=C(COC(=O)c1cc2c(s1)CCC2)Nc1ccc(F)cc1	23.2%	-5.4%	1.8%	-10.0%	6.4%
CC(=O)Nc1ccc(NC(=S)Nc2ccc(Br)cc2)cc1	-1.9%	74.5%	2.6%	14.2%	-1.6%
CCc1ccc(/C=C2/Sc3ccccc3N(CC(=O)NCCCOC)C2=O)cc1	11.1%	9.5%	/	0.3%	/
COc1cc(/C=C/C(=O)OCC(=O)N2CCN(S(=O)(=O)c3ccc(C)cc3C)CC2)cc(Cl)c1OC	/	/	9.2%	/	-1.2%
COc1ccccc1/C=C/C(=O)NCC(=O)N/N=C(/C)c1ccco1	5.7%	6.9%	2.2%	-4.6%	1.8%
COc1ccc([C@@H]2CC=C(C(=O)O)[C@H](c3cccc(Cl)c3)N2S(=O)(=O)c2ccc(Cl)cc2)cc1	4.1%	24.3%	2.0%	3.3%	-6.8%
O=[N+]([O-])c1ccc(-c2cc(-c3ccncc3)nc3ccc4ccccc4c23)cc1	/	/	1.4%	/	-3.0%
COc1ccc(CNC(=S)Nc2ccccc2Cl)cc1	1.6%	?	0.9%	-1.5%	5.6%
